Arr AP2 block: inhibitors of beta-arrestin/AP2 binding, primary screen, biochemical, GPCR trafficking, flow cytometry | beta-arrestin 1 C-terminal peptide binding to AP2 beta2-adaptin appendage (human) | inhibition, % at 10 µM | FITC-arrestin peptide / GST-AP2 beads; AP2 beta2 appendage carries R879A mutation | hit rate 0.31% among 340,000;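 active = inhibition above a set limit, near 3 SD of compounds lacking own fluorescence, cut at about 54% in these data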;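 note: plate controls were DMSO wells for no effect and 5 µM unlabelled arrestin peptide for full effect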
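System: GST-AP2 R879A glutathione beads; medium: PBS, Tween 20 0.05%, BSA 0.1%; reagent: fluorescein-tagged arrestin peptide at 50 nM final; schedule: pre-incubation 12 min, peptide binding 1 h, room temperature; detection: flow cytometry, FL1 (488/535 nm); read-out: inhibition as reduced fluorescein signal on beads, percent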
V-ATPase pHluor: regulators of yeast V-ATPase proton pumping, primary screen, pHLuorin cytosolic pH fluorescence. hit rate 0.37% among 350,000. response, % at 10 µM. S. cerevisiae. AID 504577, 2011; in the data active = response mostly above about 7.3%, no sharp cut-off; inactive = mostly below about 5.4%; note: actives read high; inactives centre near 0; some compounds called inactive have numbers as strong as hits; reference of the scale not given here
MOR-DOR ag: agonists of OPRM1-OPRD1 heterodimerization, primary screen, cell-based, luminescence; cells; activation, % at 9.3 µM; hit rate 0.3% among 340,000; AID 504326, 2011; in the data active = activation above about 18%;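 note: 0% = vehicle-treated cells and 100% = reference agonist; values of inactives mirror those of a sister screen read the other way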
PKA-R1A activ: activators of PKA-R1A holoenzyme, primary screen, biochemical, fluorescence polarization, Cy5-IP20, bovine R1A, mouse PKAc | PKA-R1A dissociation; scaled: DMSO 0%, 113 µM cGMP 100% | activation, % at 11.4 µM | cAMP-dependent protein kinase type I-alpha regulatory subunit (Bos taurus) + … | hit rate 0.083% among 340,000 | AID 504707, 2011;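 active = percent activation above the mean of all tested compounds plus 3 SD, cut at about 19% in these data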;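 note: higher means more PKAc released from R1A so a rise in polarization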
Pemphigus Ab inh: inhibitors of pemphigus antibody binding to DSG3, primary screen, biochemical, bead-based, flow cytometry, scFv-GFP; Desmoglein-3 (Homo sapiens), P32926; DSG3-coupled beads, scFv-anti-DSG3-GFP binding; stronger effect = lower value; binding (percent of control), % at 10 µM; hit rate 0.48% among 310,000;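 active = binding more than 3 SD below its plate's average and above zero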; note: some compounds called inactive have numbers as strong as hits
HTR5A ag ctr: HTR5A agonists in luminescence cell assay, primary screen, counter-screen for OPRM1-OPRD1 heterodimer agonist project, full-deck HTS | 5-hydroxytryptamine receptor 5A (Homo sapiens), P47898 | cell-based | activation, % at 9.3 µM | hit rate 0.61% among 340,000 | AID 504692, 2011; in the data active = activation mostly above about 9.5%, no sharp cut-off; inactive = mostly below about 7.6%;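 note: 0% = cells with vehicle only and 100% = reference agonist; strong numbers were not always called active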
Target sequence (P47898 whole entry, looked up): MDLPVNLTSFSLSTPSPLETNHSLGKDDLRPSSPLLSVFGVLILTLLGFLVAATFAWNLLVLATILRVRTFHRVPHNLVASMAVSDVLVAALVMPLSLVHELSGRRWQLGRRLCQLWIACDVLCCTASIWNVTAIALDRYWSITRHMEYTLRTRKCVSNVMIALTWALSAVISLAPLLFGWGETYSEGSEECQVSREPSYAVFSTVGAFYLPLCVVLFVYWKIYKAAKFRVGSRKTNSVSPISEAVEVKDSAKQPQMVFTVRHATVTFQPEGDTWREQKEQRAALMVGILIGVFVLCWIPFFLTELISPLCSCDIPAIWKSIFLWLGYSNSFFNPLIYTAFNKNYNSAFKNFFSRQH
PKA-R2B act: activators of PKA-R2B holoenzyme, primary screen, biochemical, fluorescence polarization, Cy5-IP20, human | cAMP-dependent protein kinase catalytic subunit beta (Homo sapiens) + cAMP-dependent … | PKA-R2B holoenzyme dissociation; R2B truncated from residue 108, S112A mutant; 0% DMSO only, 100% 113 µM cGMP | activation, % at 11.4 µM | hit rate 0.079% among 340,000 | AID 504700, 2011;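 active = activation above a cutoff set at the mean over all compounds plus 3 SD, cut at about 18% in these data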;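 note: higher means more holoenzyme dissociation and a rise in polarization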
Target sequence (P31323 whole entry, looked up, other chains not shown, the tested form may be a part): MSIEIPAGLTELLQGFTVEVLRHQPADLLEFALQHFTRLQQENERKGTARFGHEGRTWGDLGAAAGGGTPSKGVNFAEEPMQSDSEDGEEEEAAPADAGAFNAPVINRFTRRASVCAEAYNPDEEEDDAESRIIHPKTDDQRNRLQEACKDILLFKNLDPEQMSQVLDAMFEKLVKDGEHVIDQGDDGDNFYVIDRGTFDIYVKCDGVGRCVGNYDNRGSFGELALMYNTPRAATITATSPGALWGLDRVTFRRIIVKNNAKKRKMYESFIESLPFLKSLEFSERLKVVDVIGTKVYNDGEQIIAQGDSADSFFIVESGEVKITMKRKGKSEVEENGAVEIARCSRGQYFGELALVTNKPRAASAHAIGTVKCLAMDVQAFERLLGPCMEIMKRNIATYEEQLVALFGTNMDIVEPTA
MOR-DOR inv ag: inverse agonists of MOR-DOR heterodimerization, primary screen, cell-based, luminescence; cell-based MOR-DOR heterodimer luminescence, inverse agonism; inhibition, % at 9.3 µM; hit rate 0.21% among 340,000; AID 504357, 2011; in the data active = inhibition above about 22%, passing the limit was not always enough;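 note: 0% = cells with DMSO and 100% = wells without cells with DMSO; values of inactives mirror those of a sister screen read the other way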
DAGLB inhibitor: DAGLB lipase inhibitors, primary screen, biochemical, fluorescence, HTS | Diacylglycerol lipase-beta (Homo sapiens), Q8NCG7 | HEK293T DAGLB membrane lysate, EnzChek fluorogenic substrate | inhibition, % at 5.17 µM | hit rate 0.059% among 340,000 | AID 504411, 2011; in the data active = inhibition above about 34%;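 note: 0% = enzyme with vehicle and 100% = wells lacking enzyme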
HTR5A inv ag: HTR5A inverse agonists in luminescence cell assay, primary screen, counter-screen for OPRM1-OPRD1 heterodimer inverse agonist project, full-deck HTS | HTR5A cell line, inverse agonism | hit rate 0.083% among 340,000 | inhibition, % at 9.3 µM; in the data active = inhibition mostly above about 23%, no sharp cut-off; inactive = mostly below about 18%;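 note: 0% = cells with DMSO and 100% = no-cell wells with DMSO; some compounds called inactive have numbers as strong as hits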
Starred values were filed as active, the others as inactive; / = no result given.

SMILES | Arr AP2 block | V-ATPase pHluor | MOR-DOR ag | PKA-R1A activ | Pemphigus Ab inh | HTR5A ag ctr | PKA-R2B act | MOR-DOR inv ag | DAGLB inhibitor | HTR5A inv ag
CN(/N=C/c1ccccc1O)C(=S)c1ccccc1 | 2 | 1 | 0.8 | -1 | 115 | 3 | -7 | -5 | 1 | -23
Cc1cc(C)c(S(=O)(=O)c2ccccc2)c(N(C)C)n1 | 21 | 2 | -1.0 | 13 | 102 | -2 | 3 | 6 | -3 | -25
CCOC(=O)c1c(N)sc(C(=O)N(CC)CC)c1C | -22 | -1 | -1.2 | -18 | 103 | 0 | -2 | 6 | 3 | 0
COc1ccc(NC(=O)c2ccco2)c2ccccc12 | 14 | 5 | -1.9 | -4 | 101 | 2 | 17 | 9 | 1 | -8
CC(C)(C)c1cccc(P(=O)(c2ccccc2)c2ccccc2)c1O | 2 | -4 | 0.9 | 10 | 100 | 2 | 5 | -5 | -3 | -7
CCNC(=S)Nc1cc(OC)c(NC(=O)c2ccco2)cc1OC | -2 | 1 | -0.1 | 14 | 106 | 4 | 0 | 1 | 0 | -15
C[C@H]1CN([C@@H](C)CO)C(=O)Cc2cc(NC(=O)CCC(F)(F)F)ccc2O[C@H]1CN(C)CC1CC1 | 0 | 0 | -2.4 | -6 | 106 | 1 | 1 | 13 | 3 | 3
CCCCCCNc1c([N+](=O)[O-])cc(C)cc1[N+](=O)[O-] | 21 | -2 | 0.0 | 0 | / | 4 | 0 | 0 | -2 | -13
O=[N+]([O-])c1ccc(NCCCO)c(S(=O)(=O)N2CCOCC2)c1 | 11 | 0 | -1.2 | 0 | / | 1 | -3 | 5 | 0 | 12
C/C(=N\NC(=O)CSCc1ccccc1Cl)c1cc(O)ccc1O | -18 | 5 | -1.8 | -3 | 103 | 3 | -10 | 10 | 6 | 9
O=C(COC(=O)C1=COCCO1)NC1CCCCC1 | 3 | -4 | 0.3 | -20 | 96 | -4 | -13 | -2 | 0 | 9
C=CCOC(=O)C1=C(C)Nc2nnnn2C1c1cc(OC)ccc1OC (configuration not stated) | 8 | 1 | -1.5 | -7 | 103 | 0 | -2 | 9 | -2 | -18
N#C/C(=C\c1c(F)cccc1Cl)S(=O)(=O)c1ccccn1 | 7 | 6 | -1.2 | -1 | 119 | 2 | -4 | 6 | 1 | -25
CC1Cc2ccccc2N1S(=O)(=O)c1cccc(C(=O)N2CC(=O)Nc3ccccc32)c1 (configuration not stated) | 32 | 1 | -1.0 | -4 | 90 | 1 | -21 | 5 | 3 | -3
CC(C)CN(C(=O)CSc1nncn1C)C1CCS(=O)(=O)C1 (configuration not stated) | 4 | 4 | -2.5 | -2 | 101 | 10 | 0 | 9 | -12 | -3
O=C(/C=C/c1ccccc1)Nc1cccc(C(=O)NCCCc2ccccc2)c1 | 49 | -1 | -2.9 | -5 | 102 | 2 | 1 | 14 | -4 | -9
CC1CN(Cc2nnc(-c3ccccc3)o2)CC(C)O1 (configuration not stated) | -18 | 4 | -0.2 | -4 | 109 | 4 | 22* | 1 | -1 | -9
CC(NCc1ccccc1)c1ccccc1O (configuration not stated) | -5 | 2 | -3.1 | -3 | 116 | 6 | -7 | 16 | -2 | -2
CCOC(=O)COc1cccc(C2NC(=O)c3ccccc3O2)c1 (configuration not stated) | 2 | -1 | -2.6 | 4 | 97 | -1 | 15 | 12 | 1 | 5
COc1ccc(N2CC(O)(c3ccc(F)cc3)[N+]3=C2CCCC3)cc1 (configuration not stated) | 37 | -1 | -1.7 | 2 | 97 | 0 | -5 | 8 | -1 | -19
Cc1ccc(CNC(=O)CCc2ccccc2)cc1 | -1 | 0 | -2.0 | -2 | 81 | 0 | -13 | 13 | -11 | 0
CCN(CC)S(=O)(=O)c1ccc(C)c(NC(=O)COc2ccc(Cl)cc2Br)c1 | -9 | 6 | -1.1 | -12 | 94 | -1 | -16 | 7 | -1 | 3
COc1ccc(NC(=O)Nc2cccs2)cc1OC | 7 | -2 | 3.5 | -7 | 99 | 1 | -2 | -22 | 5 | -2
COc1ccc(-c2noc(N3CCCC(C(=O)Nc4ccc(C(C)=O)cc4)C3)n2)cc1 (configuration not stated) | -3 | 2 | 0.6 | 1 | / | 1 | -11 | -3 | -2 | -2
Cc1ccc2c(c1)C1(C(=O)N2C)N2CC3(C)CN1CC(C)(C2)C3=O (configuration not stated) | 14 | -2 | 2.0 | -8 | 82 | 2 | -7 | -13 | 1 | -4
Additional compounds follow.
SMILES | Arr AP2 block | V-ATPase pHluor | MOR-DOR ag | PKA-R1A activ | Pemphigus Ab inh | HTR5A ag ctr | PKA-R2B act | MOR-DOR inv ag | DAGLB inhibitor | HTR5A inv ag
COc1ccc(NC(=O)CCC(=O)c2cccs2)cc1Cl | 1 | 3 | -3.5 | 4 | 109 | -2 | 2 | 16 | 1 | 5
O=C(Nc1nc(-c2ccccc2)cs1)c1ccc(S(=O)(=O)N2CCc3ccccc32)cc1 | 28 | -2 | 4.0 | 2 | 94 | 4 | 16 | -20 | -6 | -11
COc1ccccc1N1CCN(/N=C/C(Cl)=C/c2ccccc2)CC1 | -20 | -4 | 1.2 | -14 | 118 | 3 | 3 | -6 | -9 | -6
Cc1ccc(S(=O)(=O)CCC(=O)OCC(=O)N2CCN(S(=O)(=O)c3ccccc3)CC2)cc1 | -11 | 1 | -1.7 | -7 | 102 | 1 | 8 | 11 | 0 | 7
COc1cccc(C2CC(c3ccccc3Cl)n3ncnc3N2)c1 (configuration not stated) | 24 | -1 | -0.8 | 1 | 107 | 1 | -7 | 4 | 2 | -23
CSc1nc2nc(-c3ccc(F)cc3)c(CCN3CCN(C)CC3)cn2n1 | 8 | -3 | -1.4 | -6 | 94 | 0 | 4 | 7 | 1 | 1
COc1ccc(S(=O)(=O)N(CC(=O)NCc2cccnc2)c2ccc(C)cc2)cc1OC | -4 | 4 | -1.1 | -17 | 101 | 10 | -4 | 6 | 1 | -10
O=C1CSC(c2ccccc2Br)N1c1ccc(Cl)cn1 (configuration not stated) | -35 | 3 | 0.7 | -2 | 121 | -3 | 2 | -4 | -9 | -46
Nc1ncnc(Nc2cc(Cl)cc(Cl)c2)c1[N+](=O)[O-] | 19 | 1 | -2.5 | -1 | 89 | 0 | -10 | 13 | 1 | -13
CCc1cc(Cn2nc(-c3ccccc3)cc2C(=O)NCc2cccc(C(F)(F)F)c2)on1 | -1 | 0 | 3.9 | 1 | 98 | 2 | -4 | -21 | -7 | -24
CCc1nc(SCC(=O)Nc2ccc(F)cc2)c2c(=O)n(C)c(=O)n(C)c2n1 | -8 | 1 | -0.3 | 11 | / | 1 | 2 | 2 | -5 | 14
Cn1c(=O)oc2cc(S(=O)(=O)N3CCC(C(=O)NCc4ccc(F)cc4)CC3)ccc21 | 28 | -4 | -0.6 | -8 | 100 | -3 | 3 | 3 | 3 | 7
Cc1ccc(CNC(=O)Cn2cnc3c(NCc4ccccc4)ncnc32)o1 | -9 | -3 | / | -5 | 109 | / | -7 | / | -1 | /
CC1CCN(C(=O)CNC(=O)c2ccc(Cl)cc2Cl)CC1 | -5 | -3 | 3.5 | 1 | 100 | 3 | -4 | -20 | -3 | 2
Cc1cccc(C(=O)NC2CCN(S(=O)(=O)c3ccccc3F)CC2)c1 | 4 | 1 | -1.7 | 2 | 115 | 2 | 7 | 9 | -1 | -6
COc1cc(C(=O)Nc2nnc(CC(C)C)s2)c([N+](=O)[O-])cc1OC | 8 | 0 | 2.8 | 2 | 87 | 1 | 5 | -18 | -3 | -3
COc1ccc(Oc2nnc(-c3ccc(C)cc3)c3ccccc23)cc1 | 36 | 3 | -2.4 | 10 | 101 | -3 | -4 | 13 | -1 | -7
CCc1ccccc1NC(=O)c1cccc(N2C(=O)C3C4CCC(C4)C3C2=O)c1 (configuration not stated) | -1 | -4 | -3.5 | -5 | 98 | -7 | -4 | 19 | 0 | 19
COc1ccc(-c2cc(C(=O)Nc3cc(Cl)ccc3O)no2)cc1 | -2 | -1 | 1.6 | 0 | 107 | 2 | -11 | -7 | -6 | -9
Cc1ccc(NC(=O)CSc2nnc(-c3cccnc3)n2CCN2CCCCC2)cc1 | -15 | 2 | -1.3 | 0 | 101 | -3 | -6 | 7 | -5 | 11
CSc1nc2nc3c(c(=O)n2[nH]1)CN(Cc1ccccc1)CC3 | 17 | 0 | -1.5 | -5 | 78 | -5 | -1 | 8 | 2 | -7
CCSc1nnc2n1C(C)(C)Cc1ccccc1-2 | 7 | -4 | -1.2 | -3 | 100 | 1 | 2 | 7 | -1 | 0
Cc1c(CC(=O)NCCCCCC(=O)O)c(=O)oc2cc3occ(-c4ccccc4)c3cc12 | -24 | -1 | -2.8 | -2 | 93 | 3 | 0 | 12 | -2 | -13
COc1ccccc1NS(=O)(=O)c1cc(NC(=O)c2cccs2)ccc1N1CCCCC1 | 8 | 2 | -0.8 | -8 | 102 | 2 | -1 | 4 | -1 | -6
O=C(NC1CCCC1)C(c1ccccc1)N(Cc1ccco1)C(=O)Cc1cccs1 (configuration not stated) | 0 | 0 | -2.1 | -2 | 96 | 2 | -7 | 12 | -4 | -6
CCN(CC(=O)NCc1cccs1)C(=O)c1ccc(S(=O)(=O)Nc2ccccc2F)cc1 | -1 | 10 | -3.3 | -6 | 117 | -2 | -9 | 18 | 3 | 4
COc1cc(CNCCSc2nnnn2C)cc(Br)c1OCc1ccc(F)cc1 | 2 | -3 | 2.0 | -3 | 116 | 2 | -3 | -11 | -6 | 8
CCOC(=O)c1cc(C(=O)OCC)c2cccc(C)n2c1=O | 0 | 0 | -0.9 | 6 | 97 | 1 | 10 | 4 | -2 | -2
O=C(COC(=O)CN1C(=O)NC2(CCCC2)C1=O)Nc1c(Cl)cccc1C(F)(F)F | 4 | 2 | -1.4 | 1 | 100 | 6 | 12 | 9 | -3 | -18
CN1C(=O)c2ccccc2Cc2c(NCc3ccccc3)ncnc21 | / | -2 | / | -1 | 102 | / | 0 | / | 0 | /

3 structures already listed, ordered by molecular weight, low to high.
SMILES | Arr AP2 block | V-ATPase pHluor | MOR-DOR ag | PKA-R1A activ | Pemphigus Ab inh | HTR5A ag ctr | PKA-R2B act | MOR-DOR inv ag | DAGLB inhibitor | HTR5A inv ag
COc1ccccc1N1CCN(/N=C/C(Cl)=C/c2ccccc2)CC1 | -20 | -4 | 1.2 | -14 | 118 | 3 | 3 | -6 | -9 | -6
Cc1ccc(CNC(=O)Cn2cnc3c(NCc4ccccc4)ncnc32)o1 | -9 | -3 | / | -5 | 109 | / | -7 | / | -1 | /
O=C(Nc1nc(-c2ccccc2)cs1)c1ccc(S(=O)(=O)N2CCc3ccccc32)cc1 | 28 | -2 | 4.0 | 2 | 94 | 4 | 16 | -20 | -6 | -11
